PERK inhibitor: block of dimerizer-induced PERK translation repression, primary screen, PERK inhibitor project, CHO PERK-DD cells, SEAP luminescence, HTS | Eukaryotic translation initiation factor 2-alpha kinase 3 (Homo sapiens), Q9NZJ5 | CHO PERK-DD fusion, SEAP luminescence translation reporter | inhibition, % at 5.6 µM | 0.17% of 220,000 active;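 active means inhibition above the mean inhibition of all tested compounds plus 3 SD, set separately per screening campaign, cut at about 2.9% in these data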;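 further: PERK kinase domain activated by AP20187 dimerizer at 100 nM; 0% = DMSO with dimerizer and 100% = rapamycin at 8.4 µM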
p97 ATPase inh: inhibitors of human p97 ATPase, primary screen, biochemical | recombinant p97 ATPase, Kinase-Glo ATP luminescence, 3 h | inhibition, % at 8 µM | 0.42% of 220,000 active | Transitional endoplasmic reticulum ATPase (Homo sapiens), P55072 | AID 1481, 2009; in the data active means inhibition above about 15%;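 further: 0% = DMSO vehicle and 100% = wells lacking enzyme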
Furin inh: human furin inhibitors, primary screen, biochemical, fluorescence intensity; P09958; purified furin, fluorogenic substrate cleavage; inhibition, % at 30 µM; 0.061% of 220,000 active; AID 463115, 2010; in the data active means inhibition above about 25%; further: inactives centre near -15
Target sequence (P09958 108-714 limits assumed): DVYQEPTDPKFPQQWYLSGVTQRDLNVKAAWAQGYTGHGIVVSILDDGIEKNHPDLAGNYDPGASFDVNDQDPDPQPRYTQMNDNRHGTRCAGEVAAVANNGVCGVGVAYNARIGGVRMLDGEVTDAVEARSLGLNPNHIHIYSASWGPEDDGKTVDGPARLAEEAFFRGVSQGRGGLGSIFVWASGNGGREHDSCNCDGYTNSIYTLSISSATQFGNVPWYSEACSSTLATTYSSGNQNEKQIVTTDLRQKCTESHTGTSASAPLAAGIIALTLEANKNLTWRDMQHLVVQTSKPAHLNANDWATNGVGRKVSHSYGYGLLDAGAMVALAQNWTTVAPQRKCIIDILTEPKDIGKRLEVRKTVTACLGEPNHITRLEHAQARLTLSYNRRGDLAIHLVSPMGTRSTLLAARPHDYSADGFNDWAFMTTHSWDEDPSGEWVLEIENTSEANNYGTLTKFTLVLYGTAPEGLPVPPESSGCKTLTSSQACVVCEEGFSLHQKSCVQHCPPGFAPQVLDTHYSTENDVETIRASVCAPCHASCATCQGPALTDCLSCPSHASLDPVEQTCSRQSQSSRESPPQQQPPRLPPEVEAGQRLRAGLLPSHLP
hK5 inh: human KLK5 protease inhibitors, primary screen, biochemical, 1536-well | Kallikrein-5 (Homo sapiens), Q9Y337 | recombinant hK5, fluorogenic AMC substrate cleavage | inhibition, % at 5 µM | 0.59% of 210,000 active | AID 873, 2007;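 active means inhibition of 40% or more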;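 further: 0% = enzyme controls without compound and 100% = no-enzyme blanks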
Target sequence (Q9Y337 67-293 limits assumed): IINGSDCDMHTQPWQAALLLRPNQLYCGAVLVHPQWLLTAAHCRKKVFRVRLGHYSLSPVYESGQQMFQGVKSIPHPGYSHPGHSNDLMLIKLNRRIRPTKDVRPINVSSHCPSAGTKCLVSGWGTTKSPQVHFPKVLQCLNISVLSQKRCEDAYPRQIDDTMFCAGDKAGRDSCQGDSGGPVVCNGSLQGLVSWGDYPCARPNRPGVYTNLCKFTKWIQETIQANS
FXIIa inh 1536: human FXIIa protease inhibitors, primary screen, biochemical, 1536-well; Coagulation factor XII (Homo sapiens), P00748; purified FXIIa, Boc-QGR-AMC fluorogenic substrate, 2 h; inhibition, % at 5 µM; 0.3% of 220,000 active; in the data active means inhibition above about 40%;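 further: 0% = enzyme with no compound and 100% = blank without enzyme; many of its hits are not listed in these tables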
Cl transport mod: KCC2 cotransporter modulators, thallium flux, primary screen, cell-based, HEK293 KCC2, FluoZin-2 fluorescence, MLSMR. Solute carrier family 12 member 5 (Homo sapiens), Q9H2X9. KCC2 cells, thallium flux FluoZin-2 fluorescence. B-score of Tl+ flux slope (higher = more flux/activation; lower = inhibition) at 10 µM. 2.2% of 190,000 active;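 active means thallium flux slope and its plate-corrected score both differing from the plate sample mean at a set confidence after two filtering rounds, in either direction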;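 further: slope of fluorescence scaled to starting intensity during 10 to 20 s after thallium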
FXIa inh 1536: human FXIa protease inhibitors, primary screen, biochemical, 1536-well. Coagulation factor XI (Homo sapiens), P03951. purified FXIa, Boc-Glu-Ala-Arg-AMC fluorogenic substrate. inhibition, % at 5 µM. 0.14% of 220,000 active;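 active means inhibition of at least 40%; inactive means inhibition below 40%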;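 further: fluorescence of freed AMC excited at 355 nm; 0% = enzyme without compound and 100% = no enzyme blank; many of its hits are not listed in these tables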
Wee1 stabilizer: Wee1 degradation inhibitors, primary screen, cell-based, HeLa, Wee1K328M-luciferase, luminescence | Wee1-like protein kinase (Homo sapiens), P30291 | HeLa Luc-Wee1K328M stability; 100% = proteasome inhibitor MG132 effect | reporter increase, % at 5 µM | 1.2% of 220,000 active;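 active means activation above the mean of all tested compounds plus 3 SD, set per screening run, cut at about 8.8% in these data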;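 further: cells exposed to compound for 20 h before luminescence read; 0% = DMSO alone and 100% = MG132 at 30 µM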
Thrombin inh: human alpha-thrombin inhibitors, primary screen, counter-screen for coagulation protease inhibitor project, biochemical, 1536-well, fluorogenic AMC substrate. Prothrombin (Homo sapiens), P00734. Boc-VPR-AMC fluorogenic substrate cleavage. inhibition, % at 5 µM. 0.26% of 220,000 active;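 active means inhibition at or above 40%; inactive means inhibition below 40%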;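 further: 0% = enzyme with no compound and 100% = wells without enzyme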
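Material: human alpha-thrombin protein. Incubation: reaction at ambient temperature. Technique: fluorescence of released AMC, ex 355 nm, em 460 nm. Control set: no-compound enzyme wells and no-enzyme blanks. Also added: Boc-VPR-AMC substrate, 15 µM final. Buffer or medium: pH 7.5 Tris (50 mM) with NaCl 150 mM, Tween 20 0.05%.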
Active calls of the source: *; · = not tested or not shown; [ ] = another dose, or the depositor's remark.

Sequence of screens: PERK inhibitor, p97 ATPase inh, Furin inh, hK5 inh, FXIIa inh 1536, Cl transport mod, FXIa inh 1536, Wee1 stabilizer, Thrombin inh
> CCOC(=O)c1sc(NC(=O)C(C)(C)C)cc1C
→ -0.5, 0.9, -26.1, 0.2, 11.7, ·, 0.3, -2.2, 0.8
> Cc1nonc1CN(C)C(=O)CC1C(=O)NCCN1Cc1ccccc1C(F)(F)F (centres undefined)
→ 0.0, 4.0, -28.7, 2.9, 6.3, 0.538, 3.4, -3.5, -6.7
> Cc1nc2c(-c3ccc(F)cc3)c(C)nn2c(C)c1CCC(=O)Nc1ccc(F)cc1F
→ -0.8, -5.1, -21.5, -2.3, 8.3, 0.378, -2.2, -0.8, -2.0
> CCCCCC(=O)Nc1ncc2c(n1)CC(c1cccs1)CC2=O (centres undefined)
→ 0.2, 5.2, -16.0, -3.3, 4.8, -0.979, 6.1, 3.5, -7.5
> O=c1c(-c2ccc(Cl)cc2)[n+]([O-])c2ccccc2n1O
→ 0.8, -1.7, -24.7[20 µM], 14.6, 10.5, 9.6*, -13.9, 5.2, 3.1
> Cc1ccc([N+](=O)[O-])cc1NC(=O)C1CCN(S(C)(=O)=O)CC1
→ -0.1, -3.1, -5.1, -10.3, 8.4, 1.35, -1.7, 1.8, -8.7
> CC(C)(C)C(=O)Nc1nnc(SCC(=O)NCc2cccs2)s1
→ -0.6, 4.4, -14.0[20 µM], -9.7, 9.0, -0.251, -1.1, -0.9, 2.9
> CCNS(=O)(=O)c1ccc(CCC(=O)NC2CCCC2)cc1
→ 0.0, -0.1, 5.7, -16.6, 13.5, -0.337, 1.2, 4.6, 0.0
> Cc1ccc2nc(CSc3nnc(-c4ccco4)o3)cc(=O)n2c1
→ 0.1, 6.7, -7.0, -0.5, 7.0, -0.0479, 5.3, 1.8, 0.9
> COc1ccc(Cl)cc1NC(=O)CN1CCC(n2nnc3ccccc32)CC1
→ -1.4, -2.5, -10.4[20 µM], -25.1, 17.9, -0.914, 5.1, -2.6, 4.2
> Cn1c(SCc2ccccc2)nc2ccsc2c1=O
→ 0.7, 1.3, -9.7, -3.2, 0.0, -1.53, -6.0, 0.0, -8.9
> COc1ccccc1C(=O)CSc1nnc(-c2ccco2)o1
→ -0.4, 2.2, -28.1, -16.7, 7.2, -0.362, -0.2, -1.3, -2.5
> Brc1cccc(OCCSc2ncccn2)c1
→ 0.6, -5.9, -10.3, 8.4, ·, -1.26, 4.4, 0.9, 0.3
> O=C(Nc1nc2ccccc2s1)NC1CCCCC1
→ 0.4, 2.1, -30.3, ·, 9.3, -2.19, 2.4, 3.7, -0.4
> CCOC(=O)NC(=O)CSc1nc2ccc([N+](=O)[O-])cc2[nH]1
→ -0.3, -2.2, -3.7, 43.7*, 27.0, -0.505, 30.8, -1.7, 14.1
> COCC(C)N1C(=O)Cc2c1nc(N)c1c(N)nc(N3CCN(c4ccccc4F)CC3)c(C#N)c21 (centres undefined)
→ 1.3, 9.0, -13.8, -7.0, 2.4, -1.28, -3.7, 1.9, -13.5
> CCOC(=O)CC1CCCCN1Cc1nc(-c2ccc(F)c(OC)c2)oc1C (centres undefined)
→ 1.2, 0.6, -32.9, ·, 10.4, -0.193, 0.1, -2.1, 0.6
> COc1cccc(NC(=O)Cc2ccccc2)c1
→ 1.9, 0.6, -7.4, -11.4, 11.9, -0.884, 1.4, -1.1, 2.4
> C/C(=N\N=C1/NC(=O)C(C)S1)c1ccc([N+](=O)[O-])cc1 (centres undefined)
→ 0.6, 2.0, -13.6, -12.5, 2.5, 0.345, 0.9, -0.9, -2.9
> CCn1cc(C(=O)NCCC2=CCCCC2)c(=O)c2cc(S(=O)(=O)N(C)C)ccc21
→ 0.2, 1.4, 1.0, -7.9, 17.8, -0.964, 5.6, 2.4, -10.1
> C=CCc1cccc2cc(C(=O)N(C)C)c(=O)oc12
→ 1.2, 5.7, -14.8, -24.4, 13.3, 0.266, 2.8, -1.8, 3.2
> Cc1cccc(-c2ncc(CN3CCN(CC(C)C)C(CCO)C3)cn2)c1 (centres undefined)
→ 0.6, -1.8, -24.6, ·, 6.8, -0.0643, -1.2, -1.6, -2.9
> CN(Cc1ccccc1)C(=O)c1ccc2c(c1)NC(=O)C(N1CCOCC1)S2 (centres undefined)
→ 0.9, -4.7, -8.2, -3.9, 3.5, -0.0727, -4.9, 0.8, 1.4
> COCCNC(=S)N1CCc2cc(OC)c(OC)cc2C1COc1ccc(F)cc1 (centres undefined)
→ -0.6, 2.7, -24.3, -2.3, 5.4, -0.121, -6.9, -3.0, -19.5
> CCC(N=c1cc(-c2ccc(OC)c(OC)c2)oc2ccc(C)cc12)C(=O)O (centres undefined)
→ -0.4, 1.0, 3.1, -17.3, 7.2, -0.364, 4.9, 1.7, -7.0
> Cc1ccc(S(=O)(=O)N2CCOCC2)cc1NC(=O)COC(=O)CNC(=O)c1ccc(C(C)(C)C)cc1
→ -0.8, -0.3, -18.8, -13.0, 21.3, -0.734, 20.9, -1.4, -3.5
> CCSc1nc2c(c(=O)[nH]c(=O)n2C)n1C
→ 1.7, -1.1, -6.1, -8.4, -0.7, 0.198, 0.3, -3.0, 0.7
> O=C(NCc1ccc(F)cc1)C1CCC(CNc2c(N3CCCCC3)c(=O)c2=O)CC1 (centres undefined)
→ 1.5, 4.4, -19.9, 0.4, 6.0, 0.989, -0.6, -2.4, -3.6
> CN(CCN1CCOCC1)Cc1nc(-c2ccc(Cl)cc2)no1
→ -0.1, 5.3, -22.9, 5.4, 7.9, 0.719, 5.4, 1.3, -3.1
> CCOC(=O)c1c(C)n(C)c2ccc(O)c(CN3CCCCC3)c12
→ 0.2, 2.4, -10.7[20 µM], 3.1, 14.5, 2.69, -0.1, 5.2, -2.9
> CCc1c(C)n([O-])c2c([n+]1=O)CCCCC2
→ 0.8, -0.6, -12.9, -1.7, 8.6, ·, 5.8, -1.0, -6.3
> O=C1N=C(N2CCOCC2)S/C1=C/c1cc2c(cc1[N+](=O)[O-])OCO2
→ -1.2, 1.5, -5.3, 2.3, 10.0, -0.122, 4.3, 9.1*, 2.8
> CC(=O)Nc1cccc(-c2nc3ccc(NC(C)=O)cc3[nH]2)c1
→ 1.7, 11.0, -151.3, -29.1, -13.4, 0.438, -14.3, 4.7, -3.3
> O=C(NCc1ccco1)C(=S)N1CCCCC1
→ 2.1, -0.1, -21.5, -3.4, 4.3, -0.72, -1.7, -3.2, 2.2
> COc1cccc(C(=O)Nc2cccc(SC)c2)c1
→ -0.1, 0.3, -6.0, -9.4, 2.7, -0.733, -0.6, 1.8, -1.2
> O=C(O)CNC(=S)N(Cc1ccc(F)cc1)C1CCCCC1
→ 1.1, 2.5, 0.0, ·, -0.3, -1.86, -4.6, -4.2, -8.8
> Cc1cc(C)cc(NC(=O)c2ccc(CNc3c(N4CCOCC4)c(=O)c3=O)cc2)c1
→ 1.2, -4.1, -24.5, -25.8, 11.8, 0.677, 3.7, -1.6, -11.6
> Cc1ccccc1C1CC(c2ccc(F)cc2)Nc2nc(N)nn21 (centres undefined)
→ 0.5, -6.0, -18.5, -4.5, 18.7, 0.565, -3.0, 1.2, -7.2
> Cc1ccc(CN2CC(C(=O)Nc3nnc(SCc4c(Cl)cccc4Cl)s3)CC2=O)cc1 (centres undefined)
→ 0.7, 5.4, -14.1, -7.1, 9.1, -0.0488, 6.2, -0.1, -1.3
> CC(C)CC(=O)Nc1ccccc1N1CCOCC1
→ 1.0, 1.0, -14.4, -19.7, 14.1, -0.126, -1.1, -2.6, 2.6
> CC(C)NC(=S)N=Nc1c(O)[nH]c2ccc(C(C)C)cc12
→ 0.8, 3.8, -0.1, -10.2, 28.6, 4.05*, 23.1, 15.3*, -11.4
> O=C(Nc1nnc(SCc2ccc(F)cc2)s1)c1ccc2c(c1)C(=O)N(c1ccccc1Cl)C2=O
→ 0.9, 2.8, -24.1, 21.5, 17.0, ·, 7.6, 5.0, 3.4
> COc1cccc(-c2nnc(Nc3nc4c(F)cccc4s3)o2)c1
→ -0.8, -0.9, -16.4[20 µM], -92.3, -13.1, 38.9*, -13.3, 6.1, -8.6
> COc1cc(NC(=S)Nc2ccc(Br)cc2Cl)c(OC)cc1Cl
→ 1.2, 7.0, -13.6, -2.8, 7.6, 3.05, 6.0, -2.2, -7.8
> Cc1ccc2c(c1)[nH]c1c(N3CCN(Cc4ccccc4)CC3)ncnc12
→ -1.8, 6.9, -9.7, -12.7, 10.1, -0.365, 1.9, 3.1, 0.0
> Clc1ccc(Nc2ccc(-n3ccnc3)nn2)cc1Cl
→ -0.7, -2.7, -1.2[20 µM], 4.4, -3.9, 0.749, -9.9, 0.9, -4.6
> Cc1ccc(S(=O)(=O)NC(=O)c2cc(C)n(CCCN3CCOCC3)c2C)cc1
→ -0.5, -1.2, -5.7[20 µM], -9.2, 10.4, ·, 4.1, 0.9, -1.6
> CC(=O)Nc1cccc(S(N)(=O)=O)c1C
→ 0.9, 1.9, -22.4, -0.8, 1.2, 0.0115, -8.9, 3.0, -3.9
> CS(=O)(=O)N(CC(O)CON=C1c2ccccc2-c2ccccc21)c1ccc(F)cc1 (centres undefined)
→ -2.5, -10.0, -11.0[20 µM], 23.7, 14.2, ·, 19.4, -2.6, -1.4
> CC(=O)OCC(=O)Nc1ccc([N+](=O)[O-])cc1Cl
→ -0.2, 3.0, -27.5, 5.7, 8.5, 0.0387, -1.1, 2.2, -5.7
> CC(=O)Nc1ccc(Cc2ccc3[nH]c(=O)cc(C)c3c2)cc1
→ 0.2, 10.5, -11.8, 3.3, 4.8, -1.21, 2.6, 3.6, -2.9
> COc1cc2c(C#N)c(N3CCCCC3)nc(N)c2c(N)n1
→ -1.0, -5.9, -1.7, -9.0, 2.4, -0.0351, -4.9, 1.6, -0.9
> COc1ccc2cc(C(=O)OC(C)C)sc(=O)c2c1OC
→ -0.9, -10.6, -2.8[20 µM], 6.8, 3.6, -0.252, -10.3, -3.0, -8.5
> CSCC(=O)NS(=O)(=O)c1ccc(C)cc1
→ 0.7, -0.2, -9.3, 1.6, 9.7, 0.0101, 1.9, 0.1, 1.8
> CO/N=C/c1ccc(N2CCOCC2)c([N+](=O)[O-])c1
→ 0.8, -0.8, -11.6, -8.9, 6.4, 1.26, -3.7, -0.3, -11.2
> COc1ccc(-c2noc(CN(C)S(=O)(=O)c3ccccc3)n2)cc1OC
→ 1.1, 0.5, -28.3[20 µM], ·, ·, -0.425, ·, -1.2, ·
> CC(C)[C@H](NC(=O)NC1CCCC1)C(=O)O
→ 0.5, -5.0, -11.0[20 µM], -5.7, -6.8, -0.91, -1.8, -0.6, -1.9
> CSC1=NCCCN1C(=O)c1c(-c2ccccc2Cl)noc1C
→ -0.5, 1.7, -9.3, -3.6, 3.7, ·, 3.0, 1.5, -6.4
> C=CCn1c(=O)n(C(=O)OCC)c2cc(Br)ccc21
→ 0.3, 0.3, -16.3, -5.2, 1.5, ·, -8.3, 7.0, -10.9
> O=C(Nc1ccc2[nH]c(=O)[nH]c2c1)C(F)(F)F
→ 0.4, 7.1, -18.5, 1.1, 6.8, -0.0377, -1.9, 0.3, -3.2
